Assay outcomes (PubChem BioAssay)
Platelet DG rel – platelet dense granule release activity; human platelet-rich plasma, SFLLRN dense granule ATP release, luminescence; inhibition, %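 (compounds screened at 7.5 µM in platelet-rich plasma)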; 0.22% of 300,000 active; AID 1663;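 active = mean replicate score, as percent of positive control, at or above 50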
KLF5 inhibitor – suppresses KLF5 promoter-driven expression; 0.23% of 290,000 active; inhibition, % at 5 µM; DLD-1 KLF5 promoter-luciferase reporter, luminescence; AID 1700;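 active = inhibition above a per-plate limit of that plate's mean compound inhibition plus 3 SD, cut at about 60% in these data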;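 also: 0% = DMSO wells and 100% = LY294002 at 200 µM; higher means less KLF5 promoter-driven luciferase light; inactives centre near -14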
HSP90 inh – inhibitors of HSP90 luciferase refolding in rabbit reticulocyte lysate; luciferase refolding luminescence, 3 h; inhibition, % at 5.6 µM; 0.91% of 290,000 active;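 active = inhibition above the screen-wide mean plus 3 SD, computed separately per campaign, cut at about 16% in these data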;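 also: 0% = DMSO wells and 100% = 60 µM geldanamycin wells; inhibitors lower the luminescence because luciferase stays unfolded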
GSK3A inh – blocks human GSK-3 alpha kinase; inhibition, % at 10 µM; ADP-Glo luminescence, 60 min; 0.1% of 320,000 active;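 in the data active = inhibition above about 50%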;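 also: GST-tagged GSK-3 alpha with peptide substrate and 25 µM ATP; 0% = DMSO neutral wells and 100% = GW8510 positive control wells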
Target sequence (P49840 whole entry, looked up): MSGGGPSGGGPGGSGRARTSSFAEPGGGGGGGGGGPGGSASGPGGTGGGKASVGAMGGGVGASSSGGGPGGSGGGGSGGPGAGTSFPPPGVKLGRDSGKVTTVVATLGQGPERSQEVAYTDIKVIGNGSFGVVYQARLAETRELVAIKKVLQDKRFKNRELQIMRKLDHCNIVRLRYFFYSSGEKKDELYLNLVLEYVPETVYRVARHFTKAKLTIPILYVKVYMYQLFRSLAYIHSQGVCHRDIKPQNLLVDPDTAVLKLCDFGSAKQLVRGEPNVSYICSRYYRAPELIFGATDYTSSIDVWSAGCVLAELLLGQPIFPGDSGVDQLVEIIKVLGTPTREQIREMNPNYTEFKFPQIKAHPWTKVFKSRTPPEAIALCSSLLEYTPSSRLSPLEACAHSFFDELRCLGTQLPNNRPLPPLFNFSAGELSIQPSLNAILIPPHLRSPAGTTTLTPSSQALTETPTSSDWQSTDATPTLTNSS
GSK3beta inhib – human GSK3beta kinase inhibition; activity score (negative = inhibition), % at 10 µM; 0.038% of 300,000 active; GST-GSK3beta kinase, ADP-Glo luminescence, 60 min; active compounds read low; AID 2097;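 active = more than half of replicate wells score below -50%, meaning over 50% inhibition versus plate controls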;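 also: 0% = median DMSO wells and -100% = median GW8510 positive control wells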
Target sequence (P49841 whole entry, looked up): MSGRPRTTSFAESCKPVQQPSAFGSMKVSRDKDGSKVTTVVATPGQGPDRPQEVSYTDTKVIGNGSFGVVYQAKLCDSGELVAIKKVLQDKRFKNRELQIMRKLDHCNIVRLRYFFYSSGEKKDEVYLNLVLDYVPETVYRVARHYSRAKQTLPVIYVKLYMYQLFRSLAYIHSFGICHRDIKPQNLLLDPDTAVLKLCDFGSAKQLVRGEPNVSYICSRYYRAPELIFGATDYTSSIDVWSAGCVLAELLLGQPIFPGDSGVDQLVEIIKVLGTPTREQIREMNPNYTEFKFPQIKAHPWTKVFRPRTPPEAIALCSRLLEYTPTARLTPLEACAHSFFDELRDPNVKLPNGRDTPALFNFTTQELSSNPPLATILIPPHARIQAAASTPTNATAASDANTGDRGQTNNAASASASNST
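Test system – GST-tagged human GSK3beta kinase, cell-free · Incubation – 60 min enzyme reaction, room temperature · Signal – ADP-Glo luminescence · Also added – peptide substrate and ATP at 25 µM · Controls – DMSO neutral wells and GW8510 at 20 µM as positive · Buffer or medium – Tris/MgCl2 kinase buffer · Measure – Luminescence-derived activity versus plate DMSO and GW8510 wells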
HSF1 activator – increases HSF-1 driven luciferase reporter signal. 1.7% of 300,000 active. activation, % at 9 µM. NIH3T3-HGL HSF-1 luciferase reporter, MG132, 8 h; 100% = twice DMSO control signal;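 active = mean replicate activation of at least 50% with a set share of replicates each reaching 50%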;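 also: 0% = median of the neutral control wells and 100% = twice that signal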
HSF1 inh – HSF1 inhibition. NIH3T3-HGL HSE-luciferase, MG132-induced, luminescence 8 h; active compounds read low. activity change, negative = inhibition, % at 7.5 µM (by protocol). 0.77% of 300,000 active;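 active = more than half of replicate wells show activity change below -50%, luminescence cut by over half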;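 also: luciferase reports HSF-1 transcriptional activity via heat shock element; 0% = median of DMSO wells and -100% = zero luminescence signal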
aSyn 5UTR inh – MLPCN primary screen, SNCA 5' untranslated region; alpha-synuclein 5'UTR reporter, inhibitor activity; 0.82% of 300,000 active; inhibition, % (tested at 7.5 µM); AID 1813; in the data active = inhibition above about 60%;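 also: H4 neuroglioblastoma cells stably carrying SNCA 5'UTR luciferase fusion; 0% = DMSO wells and 100% = positive control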
IEC-6 cytotox – counter-screen for KLF5 inhibitors: cytotoxicity in IEC-6 cells; IEC-6 cytotoxicity, luminescence viability; inhibition, % at 5 µM; 0.78% of 290,000 active; in the data active = inhibition above about 22%;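 also: 0% = plate median of test compound wells and 100% = cytotoxic reference compound wells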
Dyrk1A ADPGlo – inhibitors of rat Dyrk1A kinase. Q63470. ADP-Glo luminescence, NFATc1 peptide. inhibition, % at 12.5 µM. 0.43% of 310,000 active; in the data active = inhibition above about 50%;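 also: plate controls were vehicle with enzyme for no effect and no enzyme for full effect; many of its hits are not listed in these tables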
* hit, by the source's call. An excerpt; the hit share may differ from the screen's.

Screening Nc1cc(-c2nn[nH]n2)ccc1F returned Platelet DG rel -3, KLF5 inhibitor -19, HSP90 inh -1, GSK3A inh 0, GSK3beta inhib -2, HSF1 activator -6, HSF1 inh 2, aSyn 5UTR inh 7, IEC-6 cytotox -8 and Dyrk1A ADPGlo 30.
For S=C(NCc1ccccc1)Nc1ccc2ccccc2c1 the results were KLF5 inhibitor -141, HSP90 inh -3, GSK3beta inhib -5, IEC-6 cytotox 7 and Dyrk1A ADPGlo 12.
For Cc1ccc(NC(=O)CSc2ccc3nnc(-c4cccnc4)n3n2)cc1 the results were Platelet DG rel 2, KLF5 inhibitor -37, HSP90 inh -2, GSK3A inh -1, GSK3beta inhib 2, HSF1 activator -5, HSF1 inh -4, aSyn 5UTR inh 15, IEC-6 cytotox -4 and Dyrk1A ADPGlo -3.
Screening Cc1nn(-c2ccccc2)c2c1C(=O)N(Cc1ccccc1)C(=O)C(C)(C)C2 returned Platelet DG rel 9, KLF5 inhibitor 6, HSP90 inh -2, GSK3A inh -2, GSK3beta inhib -1, HSF1 activator -17, HSF1 inh -2, aSyn 5UTR inh 13, IEC-6 cytotox -4 and Dyrk1A ADPGlo 2.
Screening COC(=O)CCCCCCCCCC[N+]1(C)CCCCC1 returned Platelet DG rel 2, KLF5 inhibitor 30, HSP90 inh 4, GSK3A inh 1, GSK3beta inhib 2, HSF1 activator 2, HSF1 inh -4, aSyn 5UTR inh -2, IEC-6 cytotox 8 and Dyrk1A ADPGlo -4.
For COc1ccc(-c2[nH]ncc2CNCCc2ncccc2C)cc1F the results were Platelet DG rel 8, KLF5 inhibitor -15, HSP90 inh -3, GSK3A inh 1, GSK3beta inhib 1, HSF1 activator 13, HSF1 inh 3, aSyn 5UTR inh -9, IEC-6 cytotox -5 and Dyrk1A ADPGlo -1.
For CCc1c(C2(O)CCCCC2)[nH]c2cc(C(F)(F)F)ccc12 the results were Platelet DG rel 10, KLF5 inhibitor 4, HSP90 inh 1, GSK3A inh 1, GSK3beta inhib 2, HSF1 activator 12, HSF1 inh 1, aSyn 5UTR inh -6, IEC-6 cytotox 2 and Dyrk1A ADPGlo -2.
For Cc1[nH]nc2c1/C(=N\O)CCC2 the results were Platelet DG rel 11, KLF5 inhibitor 1, HSP90 inh 1, GSK3beta inhib -1, HSF1 activator -2, HSF1 inh -6, aSyn 5UTR inh 7, IEC-6 cytotox 4 and Dyrk1A ADPGlo 5.
COc1ccc(C(=O)N2CCCCC2)cc1S(=O)(=O)Nc1ccccc1 was read as Platelet DG rel -6, KLF5 inhibitor 1, HSP90 inh -1, GSK3A inh 1, GSK3beta inhib -1, aSyn 5UTR inh -28, IEC-6 cytotox 0 and Dyrk1A ADPGlo -6.
Screening CC(=O)NC(CC(=O)OCc1ccc([N+](=O)[O-])cc1)c1ccccc1 (stereo not drawn) returned Platelet DG rel -1, KLF5 inhibitor -10, HSP90 inh 3, GSK3A inh -1, GSK3beta inhib 3, HSF1 activator 10, HSF1 inh -1, aSyn 5UTR inh 9, IEC-6 cytotox -4 and Dyrk1A ADPGlo 4.
For CCOC(=O)c1cnc(-c2ccccc2)nc1N the results were Platelet DG rel 3, KLF5 inhibitor -174, HSP90 inh -2, GSK3A inh -1, GSK3beta inhib -3, HSF1 activator 46, HSF1 inh 19, aSyn 5UTR inh -148, IEC-6 cytotox 3 and Dyrk1A ADPGlo 4.
Screening O=S(=O)(c1cccs1)N1CCc2ccccc2C1 returned Platelet DG rel 2, KLF5 inhibitor -9, HSP90 inh 0, GSK3A inh 0, GSK3beta inhib -3, HSF1 activator -3, HSF1 inh -2, aSyn 5UTR inh 15, IEC-6 cytotox 0 and Dyrk1A ADPGlo -23.
For c1ccc(OCCSc2nnc3sc4ccccc4n23)cc1 the results were Platelet DG rel 3, KLF5 inhibitor 11, HSP90 inh 45*, GSK3A inh 5, GSK3beta inhib 2, HSF1 activator -4, HSF1 inh 11, aSyn 5UTR inh 47, IEC-6 cytotox 6 and Dyrk1A ADPGlo 13.
CCNc1c(N)c(=O)oc2ccccc12 was read as Platelet DG rel 3, KLF5 inhibitor -23, HSP90 inh -2, GSK3A inh 0, GSK3beta inhib 0, HSF1 activator -22, HSF1 inh 3, aSyn 5UTR inh -4, IEC-6 cytotox 1 and Dyrk1A ADPGlo 19.
For O=C(NNC(=S)Nc1ccc(Br)cc1)c1ccccc1 the results were Platelet DG rel -5, KLF5 inhibitor -95, HSP90 inh 0, GSK3A inh -4, GSK3beta inhib -2, HSF1 activator 5, HSF1 inh 7, aSyn 5UTR inh -107, IEC-6 cytotox -1 and Dyrk1A ADPGlo 2.
`CCC(=O)Nc1nnc(S(=O)(=O)N2CCCCCC2)s1` gave Platelet DG rel -21, KLF5 inhibitor -7, HSP90 inh -2, GSK3A inh -2, GSK3beta inhib -7, HSF1 activator -1, HSF1 inh -4, aSyn 5UTR inh 15, IEC-6 cytotox -5 and Dyrk1A ADPGlo 1.
Screening O=C(O)Cn1cnc2c(oc3ccccc32)c1=O returned Platelet DG rel 15, KLF5 inhibitor -29, HSP90 inh 1, GSK3A inh 0, GSK3beta inhib -1, HSF1 activator -3, HSF1 inh -7, aSyn 5UTR inh 13, IEC-6 cytotox -3 and Dyrk1A ADPGlo 16.
Screening C=CCNC(=O)/C(C#N)=C/c1c(N2CCN(c3ccccc3)CC2)nc2c(C)cccn2c1=O returned Platelet DG rel 18, KLF5 inhibitor -21, HSP90 inh 0, GSK3A inh -2, GSK3beta inhib 5, HSF1 activator 6, HSF1 inh -1, aSyn 5UTR inh 24 and IEC-6 cytotox -7.
Screening O=c1[nH]c(-c2ccccc2F)nc2c1sc(=S)n2Cc1ccccc1 returned Platelet DG rel 3, KLF5 inhibitor -17, HSP90 inh 2, GSK3A inh 1, GSK3beta inhib -1, HSF1 activator -3, HSF1 inh -3, aSyn 5UTR inh 9, IEC-6 cytotox 8 and Dyrk1A ADPGlo 2.
`CC1(N2CCOCC2)C(=O)c2ccccc2C1=O` gave Platelet DG rel -4, KLF5 inhibitor 2, HSP90 inh -1, GSK3beta inhib -1, HSF1 activator 4, HSF1 inh -8, aSyn 5UTR inh -1, IEC-6 cytotox 3 and Dyrk1A ADPGlo -3.
CCc1ccc(C(=O)COC(=O)C(CCSC)NC(=O)c2ccccc2)cc1 (stereo not drawn) was read as Platelet DG rel -3, KLF5 inhibitor -9, HSP90 inh -1, GSK3A inh 3, GSK3beta inhib -1, HSF1 activator 0, HSF1 inh 1, aSyn 5UTR inh -3, IEC-6 cytotox -7 and Dyrk1A ADPGlo -2.
For O=C(Cn1c(=O)n(-c2ccccc2)c(=O)n1CC(=O)N1CCCCC1)N1CCCCC1 the results were Platelet DG rel -8, KLF5 inhibitor -14, HSP90 inh -1, GSK3A inh 8, GSK3beta inhib -1, HSF1 activator 1, HSF1 inh -7, aSyn 5UTR inh 6, IEC-6 cytotox -1 and Dyrk1A ADPGlo 2.
Screening CCc1cccc(CC)c1NC(=O)CSc1nc2ccc(N3C(=O)C4C5C=CC(C5)C4C3=O)cc2s1 (stereo not drawn) returned Platelet DG rel -1, KLF5 inhibitor -6, HSP90 inh 6, GSK3A inh 2, GSK3beta inhib 2, HSF1 activator 28, HSF1 inh 3, aSyn 5UTR inh -3, IEC-6 cytotox -8 and Dyrk1A ADPGlo -1.
`CC(C)n1c(/N=C/c2ccccc2O)nc2ccccc21` gave Platelet DG rel -1, KLF5 inhibitor 4, HSP90 inh 2, GSK3A inh 11, GSK3beta inhib 2, HSF1 activator -16, HSF1 inh -7, aSyn 5UTR inh 9, IEC-6 cytotox 0 and Dyrk1A ADPGlo 9.
Screening COc1ccc(CCCc2n[nH]c(=S)o2)cc1 returned Platelet DG rel -5, KLF5 inhibitor -19, HSP90 inh -2, GSK3A inh -5, GSK3beta inhib 1, HSF1 activator -2, HSF1 inh -3, aSyn 5UTR inh -15, IEC-6 cytotox -2 and Dyrk1A ADPGlo 0.
CSCCC(NC(=O)c1ccccc1)C(=O)N/N=C(\C)c1ccccc1 (stereo not drawn) was read as Platelet DG rel -2, KLF5 inhibitor -1, HSP90 inh -5, GSK3A inh -1, GSK3beta inhib -2, HSF1 activator -3, HSF1 inh 3, aSyn 5UTR inh -4, IEC-6 cytotox -2 and Dyrk1A ADPGlo -4.
CC(C)=CCc1cc2c(=O)c3c(O)c4c(cc3oc2c(O)c1O)OC(C)C4(C)C (stereo not drawn) was read as Platelet DG rel -4, GSK3A inh 0, GSK3beta inhib 3, HSF1 activator -25, HSF1 inh -2 and aSyn 5UTR inh -3.
Screening Cc1cc(C(=O)NCCCN(C)C)c2ccccc2n1 returned Platelet DG rel 11, KLF5 inhibitor -33, HSP90 inh -5, GSK3beta inhib -1, HSF1 activator -21, HSF1 inh 3, aSyn 5UTR inh -22, IEC-6 cytotox 2 and Dyrk1A ADPGlo 1.
`CCC1CCCCN1CCCNC(=O)CC1Oc2ccc(C)cc2NC1=O` (stereo not drawn) gave Platelet DG rel 7, KLF5 inhibitor -7, HSP90 inh -7, GSK3A inh 0, GSK3beta inhib 0, HSF1 activator 2, HSF1 inh -7, aSyn 5UTR inh -11, IEC-6 cytotox -3 and Dyrk1A ADPGlo -17.
For CN=C1SC(CC(=O)Nc2ccc(F)cc2F)C(=O)N1/N=C/c1ccc(OC(F)F)c(OC)c1 (stereo not drawn) the results were Platelet DG rel 1, KLF5 inhibitor -2, HSP90 inh 3, GSK3A inh 1, GSK3beta inhib -5, HSF1 activator -4, HSF1 inh 8, aSyn 5UTR inh 24, IEC-6 cytotox 0 and Dyrk1A ADPGlo 7.
`C=CCOC(=O)C1=C(C)N=C2SCCC(=O)N2C1c1ccc(OC(=O)c2ccco2)cc1` (stereo not drawn) gave Platelet DG rel 11, KLF5 inhibitor -18, HSP90 inh 5, GSK3A inh -1, GSK3beta inhib -1, HSF1 activator 19, HSF1 inh 9, aSyn 5UTR inh 15, IEC-6 cytotox -2 and Dyrk1A ADPGlo -8.
Screening CC(=O)c1cnc(Nc2cccc(C)c2)s1 returned Platelet DG rel -30, KLF5 inhibitor -90, HSP90 inh -3, GSK3A inh 14, GSK3beta inhib -15, HSF1 activator 17, HSF1 inh 16, aSyn 5UTR inh -137, IEC-6 cytotox -4 and Dyrk1A ADPGlo 3.
For CCOC(=O)N1CCN(C(=O)COc2ccc(S(=O)(=O)NC3CCCCC3)cc2C)CC1 the results were Platelet DG rel -3, KLF5 inhibitor -1, HSP90 inh 1, GSK3A inh -1, GSK3beta inhib 1, HSF1 activator 4, HSF1 inh -6, aSyn 5UTR inh -6, IEC-6 cytotox -6 and Dyrk1A ADPGlo 5.
For O=c1[nH]c(=S)[nH]c2sc3c(c12)CCCCCC3 the results were Platelet DG rel -5, KLF5 inhibitor -23, HSP90 inh 6, GSK3A inh -2, GSK3beta inhib 4, HSF1 activator 12, HSF1 inh 6, aSyn 5UTR inh -1, IEC-6 cytotox -5 and Dyrk1A ADPGlo 6.
